Pol eta inh: inhibitors of human DNA polymerase eta; Q9Y253; recombinant Pol eta, fluorescent DNA replication assay; Potency, µM (series often up to 114 µM), for the others: at the top dose activity change, negative = inhibition, most hits filed as inhibitors; 390,000 tested, 1.2% active; further: on the % scale 0 is the no-effect control and ±100 the full control effect
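Fluorescent replication assay: 50 nM final substrate added after a 15 min room-temperature compound preincubation with 10 nM enzyme. Signal taken at 0 min and again at 10 min.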
Pol beta inh: DNA polymerase beta (human) inhibition. P06746. Pol beta primer extension/strand displacement, fluorescence kinetic. Potency, µM (series often up to 114 µM), for the others: top-dose activity change, negative = inhibition, most hits filed as inhibitors. 340,000 tested, 1.3% active. AID 485314; further: on the % scale 0 is the no-effect control and ±100 the full control effect
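Values derive from four-parameter Hill fits of normalized kinetic data: reads at 0 and 10 min following addition of 50 nM substrate to 10 nM Pol beta preincubated 15 min with compound.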
POLK inh: inhibitors of human DNA polymerase kappa; Q9UBT6; Potency, µM (highest dose often 107 µM), without a hit: top-dose activity, negative = inhibition, most hits filed as inhibitors; purified Pol kappa, fluorescent DNA synthesis assay, 10 min; 400,000 tested, 0.53% active; further: on the % scale 0 is the no-effect control and ±100 the full control effect
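Fluorescent qHTS in 1536-well format: enzyme (10 nM) and compound sat 15 min at room temperature before 50 nM substrate (final) was added. Signal taken at 0 and 10 min; no-enzyme buffer wells were negative controls.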
APEX1 inh: APE1 (human) endonuclease inhibition | P27695 | recombinant APE1, TAMRA/BHQ-2 abasic DNA cleavage fluorescence | 350,000 tested, 0.35% active | Potency, µM (series often up to 65.8 µM), for inactives: top-dose activity change, negative = inhibition, actives largely listed as inhibitors;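 further: plate controls were vehicle for no effect and reference inhibitor for full effect; nearly all actives have a fitted effect of over 55% in size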
Target sequence (P27695 whole entry, looked up): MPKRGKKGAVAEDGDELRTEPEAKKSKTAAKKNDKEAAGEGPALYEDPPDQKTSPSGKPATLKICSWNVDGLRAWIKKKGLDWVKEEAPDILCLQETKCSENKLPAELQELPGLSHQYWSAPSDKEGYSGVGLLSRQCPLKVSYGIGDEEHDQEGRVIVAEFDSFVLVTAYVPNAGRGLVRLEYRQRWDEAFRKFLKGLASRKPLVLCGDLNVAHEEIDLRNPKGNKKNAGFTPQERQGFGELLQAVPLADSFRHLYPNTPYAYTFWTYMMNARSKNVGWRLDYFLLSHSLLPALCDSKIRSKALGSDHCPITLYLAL
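0.75 nM APE1 + cpd, 15 min RT; start w/ 50 nM TAMRA/BHQ-2 THF-abasic dsDNA; kinetic fluor 525/598 nm ×3 reads @60 s; Δ(read3−read1); normalized to DMSO and NSC13755 control wells.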
G9a inh: inhibitors of human histone lysine methyltransferase G9a; Q96KQ7; G9a H3K9 monomethylation, AlphaScreen, 2 h; Potency, µM (doses to about 102 µM), without a hit: top-dose activity, negative = inhibition, usual class: inhibitors; 350,000 tested, 8.8% active; AID 504332; further: on the % scale 0 is the no-effect control and ±100 the full control effect; nearly all actives have a fitted effect of over 75% in size
Target sequence (Q96KQ7 913-1193 limits assumed): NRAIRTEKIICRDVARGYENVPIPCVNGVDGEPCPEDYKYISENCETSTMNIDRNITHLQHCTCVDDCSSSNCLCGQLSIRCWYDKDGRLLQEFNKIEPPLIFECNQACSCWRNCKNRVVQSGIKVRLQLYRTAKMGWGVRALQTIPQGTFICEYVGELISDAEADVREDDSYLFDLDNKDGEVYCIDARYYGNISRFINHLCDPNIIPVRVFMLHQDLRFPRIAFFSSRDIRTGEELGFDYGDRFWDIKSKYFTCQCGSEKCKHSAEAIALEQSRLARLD
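AlphaScreen detection with an anti-monomethyl H3K9 antibody quantified product after a 2 h room-temperature reaction containing 500 nM biotinylated H3K9 peptide, 20 µM SAM and 20 nM enzyme, which had been preincubated 15 min with compound.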
POLI inh: inhibitors of human DNA polymerase iota; Q9UNA4; Pol iota fluorescent replication assay, 10 min; Potency, µM (titrated, usually from 115 µM), inactives show top-dose activity, negative = inhibition, usual class: inhibitors; 390,000 tested, 1% active
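Fluorescent replication assay read twice, at 0 min and 10 min after adding 50 nM (final) substrate. Enzyme (10 nM) and compounds were first incubated 15 min at room temperature; enzyme-free buffer wells were negative controls.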
BLM inh: inhibitors of human Bloom syndrome helicase BLM; P54132; recombinant BLM DNA unwinding, fluorescence dequenching; Potency, µM (highest dose often 56.1 µM), for inactives: at the highest dose activity change, negative = inhibition, usual class: inhibitors; 350,000 tested, 0.2% active; AID 2528;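 further: plate controls were vehicle for no effect and no enzyme for full effect; nearly all actives have a fitted effect of over 35% in size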
JMJD2A Tudor inh: inhibitors of human JMJD2A Tudor domain; O75164; AlphaScreen JMJD2A-Tudor / H3K4me3 peptide binding; Potency, µM (titrated, usually from 114 µM), for inactives: at the highest dose activity change, negative = inhibition, most hits filed as inhibitors; 390,000 tested, 4.4% active; further: on the % scale 0 is the no-effect control and ±100 the full control effect; nearly all actives have a fitted effect of over 50% in size
BAZ2B inh: BAZ2B (human) inhibition; AlphaScreen BAZ2B-H3K14Ac peptide displacement; 360,000 tested, 4.4% active; Potency, µM (top dose mostly 114 µM), for the others: at the top dose activity change, negative = inhibition, most hits filed as inhibitors; further: on the % scale 0 is the no-effect control and ±100 the full control effect; nearly all actives have a fitted effect of over 60% in size
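AlphaScreen displacement: compounds (up to 110uM) incubated 30 min at room temperature with a preformed 50 nM BAZ2B/50 nM biotinylated H3K14Ac peptide complex in PBS pH 7.4 with Tween-20. Donor and acceptor beads at 10 ug/mL final added, 20 min light-protected before reading.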
* hit, by the source's call; ? = inconclusive; . = not tested or not shown; & = joins results of further samples; [ ] = another dose, or the depositor's remark. The call rests on the fitted dose curve; in most records, active means well fitted curve in the direction sought with a large enough effect; inconclusive means small, poorly fitted or top-dose-only effect, or another doubt; inactive means no such curve, though single readings can be large; an effect the other way counts as inactive or inconclusive. Potency means the concentration at half of the fitted maximal effect. Only part of the results is shown (hit frequency here may not be typical).

SMILES | Pol eta inh | Pol beta inh | POLK inh | APEX1 inh | G9a inh | POLI inh | BLM inh | JMJD2A Tudor inh | BAZ2B inh
O=C(CCN1C(=O)C2C3CCC(C3)C2C1=O)OCC(=O)c1ccccc1 (stereo not given) | -8.6% | 8.5% | -2.7% | 18.5% | 5.1% | 28.8% | 0.4% | -2.1% | -12.9%
COc1cccc(CC(=O)Nc2ccc(S(=O)(=O)Nc3nccs3)cc2)c1 | -13.3% | . | -14.8% | 51.5%[activator] | . | 10.4% | . | -10.4% | .
CCC1(C)COC(c2ccc3c(c2)OCO3)OC1 (stereo not given) | -12.5% | . | -4.2% | . | . | 105.2%[activator] | . | 10.3% | .
O=C(CN1C(=O)c2ccccc2C1=O)NCc1ccc(N2CCOCC2)cc1 | -8.6% | 1.9% | 5.7% | ? | 3.1% | 14.1% | -8.2% | -2.0% | -4.2%
CCOc1ccc(OCC)c(NC(=O)CSc2nnc(C3CC3)n2CC)c1 | -10.3% | 15.7% | -1.4% | 24.4% | 21.9% | -19.9% | -5.3% | -16.4% | -7.9%
CN(CCc1ccccc1)C(=O)c1ccc(NC(=O)Cc2ccc([N+](=O)[O-])cc2)cc1 | -21.0% | . | -15.2% | -13.4% | . | 15.4% | . | ? | .
CC1CCCCC12NC(=O)N(CC(=O)Nc1sc3c(c1C(N)=O)CCC3)C2=O (stereo not given) | 17.8µM* | 31.6µM* | -37.1% | 7.94µM* | ? | ? | 1.0% | -25.7% | ?
CCN(C(=O)COC(=O)CCOc1cccc(C)c1)c1c(N)n(Cc2ccccc2)c(=O)[nH]c1=O | -5.9% | . | -0.3% | 42.7% | -34.6% | 22.8% | . | -15.1% | 0.3%
COCCn1nnnc1C(c1cc2ccc(C)cc2[nH]c1=O)N(Cc1ccco1)Cc1cccs1 (stereo not given) | -10.5% | 0.7% | -23.4% | -4.7% | -22.2%[59 µM] | 10.5% | -10.3% | ? | -28.2%
O=C(O)Cc1sc(-c2ccc(Cl)cc2)nc1-c1ccccc1 | -11.3% | 21.5% | -1.2%[19.4 µM] | 0.5% | -47.2%[12.7 µM] | 29.5% | 2.4%&-0.1% | 25.1µM* | 0.5%
C=CCNC(=O)CSc1nc2scc(-c3ccco3)c2c(=O)n1CC=C | -9.7% | ? | ? | -10.9% | ? | 44.7µM* | -8.4% | ? | ?
Cc1cccc(-n2nc3c(c2NC(=O)C(C)C)CS(=O)(=O)C3)c1C | -4.6% | -7.2% | -19.4% | 41.9% | 15.2% | 9.0% | -2.8% | -22.7% | -1.3%
O=C(N[C@H]1C/C=C\C[C@H](CC(=O)N(CCO)Cc2ccccc2)C(=O)N[C@H](Cc2c[nH]c3ccccc23)COC1=O)OCC1c2ccccc2-c2ccccc21 | -17.9% | . | -30.0% | 14.3% | . | 3.9% | . | ? | .
CCOC(=O)C1=C(c2ccccc2)Nc2ncnn2C1c1ccc(Cl)cc1 (stereo not given) | -18.3% | -17.3% | -14.9% | . | -29.8%[59 µM] | -12.3% | -9.7% | -27.0% | ?
N#Cc1c(C(F)(F)F)cc(-c2ccccc2)n(N)c1=O | -17.7% | 35.3% | 8.3% | -3.2% | 23.0%[0.501 µM] | 30.0%[activator] | -1.7% | -0.7% | 1.3%
CC(C)CN1CC(=O)N2C(c3ccccc3)c3[nH]c4ccccc4c3C[C@H]2C1=O (stereo not given in full) | -13.8% | 29.5% | 11.1% | -12.9% | 0.6%[12.7 µM] | 0.0% | -8.2% | -28.8% | -30.6%
CC(C)c1ccc(NS(=O)(=O)c2ccc(N3C(=O)CCC3=O)cc2)cc1 | -10.1% | 44.2% | -3.6% | 9.9% | . | 45.9%[activator] | -4.6% | -18.9% | -5.1%
Cn1c(CO)nc2cc(N)ccc21 | -0.5% | 2.0% | 3.2% | -5.7% | -30.5% | 18.9% | 13.5% | -14.1% | 2.5%
CCOC(=O)C1CCN(S(=O)(=O)c2ccc3[nH]c(=O)c(=O)[nH]c3c2)CC1 | -9.1% | 26.1% | -9.7% | 8.9% | -1.6% | 92.3%[activator] | -2.9% | -2.4% | -8.1%
COc1ccc(C(=S)N2CCCC2)cc1OC | 7.3% | -8.9% | -5.8% | 3.5% | 22.7%[59 µM] | 9.5% | -1.9% | -11.8% | 10.0%

The last two records of the part above lead into the next.
SMILES | Pol eta inh | Pol beta inh | POLK inh | APEX1 inh | G9a inh | POLI inh | BLM inh | JMJD2A Tudor inh | BAZ2B inh
CCOC(=O)C1CCN(S(=O)(=O)c2ccc3[nH]c(=O)c(=O)[nH]c3c2)CC1 | -9.1% | 26.1% | -9.7% | 8.9% | -1.6% | 92.3%[activator] | -2.9% | -2.4% | -8.1%
COc1ccc(C(=S)N2CCCC2)cc1OC | 7.3% | -8.9% | -5.8% | 3.5% | 22.7%[59 µM] | 9.5% | -1.9% | -11.8% | 10.0%
Cc1ccc(C(=O)N2CC(=O)Nc3ccccc32)o1 | -13.5% | 20.5% | 8.1% | -1.1% | 24.3%[59 µM] | 23.9% | -5.5% | -2.6% | 0.2%
Cc1cccc(C(=O)O[C@H]2[C@H](C)NS(=O)(=O)[C@H]3CC4C=C[C@]23O4)c1 | -5.3% | . | -5.3% | -2.6% | . | 17.2% | . | -15.7% | .
COc1ccc(-n2c(=O)c3ccccc3n(CC(=O)NCC3CCCO3)c2=O)cc1 (stereo not given) | -10.4% | 6.2% | 5.2% | 77.5%[activator] | -7.3%[59 µM] | 38.6%[activator] | -1.3% | -7.0% | 3.6%
NC(=S)c1ncc(C(F)(F)F)cc1Cl | -7.5% | -10.8% | -3.6% | 9.0% | -46.1% | -4.2%[58.9 µM] | 0.9% | -13.4% | -19.5%
COc1ccc(CNC(=O)C(c2ccc(C)o2)N(Cc2cccs2)C(=O)Cc2cccs2)cc1 (stereo not given) | ? | ? | -6.5% | 0.2% | -19.5%[59 µM] | -2.2% | -21.8% | -27.4% | -1.2%
CCOc1ccc(-c2nnc3n2N=C(c2ccc(OC)cc2)CS3)cc1 | -1.1% | -1.3% | -23.5% | 19.4% | 2.1%[59 µM] | 48.4%[activator] | -0.9% | -19.8% | 9.6%
COC(=O)c1cn(C(=O)c2ccc(Cl)cc2)c2ccccc12 | -6.9% | ? | 0.6% | -0.5% | 230.9%[activator] | 11.5% | -5.0% | 77.7%[activator] | 44.8%[activator]
Cc1ccc2[nH]c(=O)c(CN(Cc3cccnc3)C(=S)NCCCN(C)C)cc2c1 | -12.6% | 28.2% | -0.3% | -1.4% | -0.7% | 151.8%[activator] | 3.7% | -20.7% | -8.6%
CC(=O)c1ccc(C(=O)NC2CC(C)(C)Cc3c2cnn3-c2ccccc2)cc1 (stereo not given) | -16.0% | 9.8% | -7.2% | 8.4% | 13.7% | -8.7% | -1.4% | -4.1% | -25.1%
Cc1ccc(C)c(-n2c(-c3csc(C)c3)n[nH]c2=S)c1 | -3.9% | -0.3% | -6.3% | 2.0% | 0.282µM* | -3.9% | -2.4% | 22.4µM* | -28.7%
Cc1onc(-c2c(F)cccc2Cl)c1C(=O)Nc1nc2c(s1)CCCC2 | -13.3% | -13.4% | -6.7% | -6.6% | ? | -7.3% | -6.8% | ? | -13.5%
O=C(Nc1ccc(-c2cn3ccsc3n2)cc1)c1ccc(F)c(S(=O)(=O)N2CCOCC2)c1 | -6.6% | 3.8% | -9.0% | -5.9% | -13.3% | 3.8% | 0.3% | -19.8% | 4.7%
CC1(C)CC(=O)C(C(O)c2ccccc2)C(C)(C)N1 (stereo not given) | -2.9% | 28.8% | 14.3% | -7.1% | -13.3% | 6.0% | -2.8% | -14.1% | 1.2%
Cc1ccc(C)c2[nH]c(=O)c(CCNC(=O)c3ccc(S(=O)(=O)N4CCCC4)cc3)cc12 | -19.7% | 17.2% | -1.1% | 6.7% | . | 1.6% | 1.0% | 0.0% | -11.9%
CC1(C)CC2(CC(c3ccccc3F)c3ccc(O)c(O)c3O2)NC(=S)N1 (stereo not given) | -9.1% | ? | -10.8% | 10.6% | . | 4.8% | -14.2% | 39.8µM* | 44.7µM*
CCOc1ccc(CNC(=O)C2CC(=O)N(C3CCCC3)C2)cc1OC (stereo not given) | -12.2% | 7.7% | -10.5%[60.1 µM] | -1.1% | 5.0%[12.7 µM] | -8.3% | 0.7% | -10.7% | 0.1%
Cc1ccc(CN2CCN(/N=C/c3cc(Br)ccc3O)CC2)cc1 | -10.7% | 15.0% | -7.1% | 4.5% | 8.8%[12.7 µM] | 2.1%[58.9 µM] | -0.2% | -12.7% | -29.0%
CC1(C(=O)NNC(=O)C2CCCCC2)CC1(Cl)Cl (stereo not given) | -2.5% | -10.7% | -2.5% | -3.8% | ? | 35.7%[activator] | 1.8% | -4.1% | -3.8%
CCSc1nn(CC(=O)Nc2ccc(C(=O)OC)cc2)c(N)c1S(=O)(=O)c1ccc(C)cc1 | -15.8% | 12.4% | 17.6% | . | -9.3%[59 µM] | -2.4% | -10.7% | -29.5% | -21.4%
COc1ccc2cc3cc(C(=O)NC(C)C)oc3nc2c1 | -4.3% | ? | 1.0% | -1.4% | 1.2% | 15.2% | -9.6% | -7.4% | 11.4%

As entered above.
Entry of CCSc1nn(CC(=O)Nc2ccc(C(=O)OC)cc2)c(N)c1S(=O)(=O)c1ccc(C)cc1 in JMJD2A Tudor inh: -29.5%
Entry of CCOc1ccc(CNC(=O)C2CC(=O)N(C3CCCC3)C2)cc1OC (stereo not given) in JMJD2A Tudor inh: -10.7%
Entry of CC1(C(=O)NNC(=O)C2CCCCC2)CC1(Cl)Cl (stereo not given) in POLK inh: -2.5%

Continuation:
SMILES | Pol eta inh | Pol beta inh | POLK inh | APEX1 inh | G9a inh | POLI inh | BLM inh | JMJD2A Tudor inh | BAZ2B inh
CSc1ccccc1NC(=O)c1cc(C2CC2)on1 | -0.8% | 12.9% | 1.5% | 2.1% | -16.9%[59 µM] | -15.5% | -15.2% | 41.5%[activator] | 47.0%[activator]
O=C(NC1CCCC1)c1cc(-c2ccccc2)nc2ccccc12 | -21.3% | -7.2% | -1.9% | 13.0% | 10.9% | 122.5%[activator] | -3.9% | 5.5% | -10.0%
O=C(Nc1ccc2c(c1)OC1(CCCC1)O2)C1CC1 | -7.6% | 19.3% | -4.9% | 10.9% | ? | 22.8% | -0.8% | ? | -9.1%
CCCn1c(SCC(=O)N2c3ccc(F)cc3CCC2C)nnc1-c1ccccn1 (stereo not given) | 4.5% | 6.4% | 1.3% | 9.2% | -11.6%[59 µM] | -0.2% | -6.7% | 70.8µM* | 5.2%

From PubChem
